MIN6 prolif: inducers of beta-cell replication in MIN6 cells | 330,000 tested, 0.29% active | proliferation, % at 10 µM | MIN6 cells proliferation, ATPlite luminescence, 48 h; cells starved in 0.2% serum; 100% = growth in 10% serum;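 active = compounds whose signal lies at least 3.5 SD above the mean of all wells on their plate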;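 also: 0% = DMSO-treated cells in low-serum medium and 100% = 10% serum control; some compounds called inactive have numbers as strong as hits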
hIAP block: blocks human intestinal alkaline phosphatase; 330,000 tested, 0.12% active; purified IAP, CDP-Star luminescence, 30 min; inhibition, % at 10 µM; P09923; AID 2544;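 active = inhibition reaching a set limit with compound at 10 µM in the primary screen, cut at about 35% in these data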;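 also: plate controls were DMSO wells with enzyme for no effect and no-enzyme buffer wells for full effect; values of inactives mirror those of a sister screen read the other way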
SENP1 FRET inh: blocks the human SENP1 SUMO protease catalytic domain. recombinant SENP1 catalytic domain, CyPet-SUMO1-YPet FRET cleavage. inhibition, % at 10 µM. 360,000 tested, 0.21% active. AID 624204;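 active = inhibition at least 30% at 10 µM, raw YFP signal under a set limit, fluorescence ratio 0.5 to 1.5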;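 also: 0% = enzyme with DMSO and 100% = no enzyme wells; some results filed as inactive read as strong as hits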
Target sequence (Q9P0U3 419-644 limits assumed): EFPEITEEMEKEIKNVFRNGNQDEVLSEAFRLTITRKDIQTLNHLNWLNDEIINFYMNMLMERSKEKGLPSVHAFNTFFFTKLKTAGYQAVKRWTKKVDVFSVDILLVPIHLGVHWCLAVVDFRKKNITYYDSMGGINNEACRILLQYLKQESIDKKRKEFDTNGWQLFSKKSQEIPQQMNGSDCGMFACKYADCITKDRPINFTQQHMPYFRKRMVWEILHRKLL
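Material – human SENP1 catalytic domain · Input – SENP1 enzyme, 20 pM final · Compound dosing – single concentration of 10 µM compound, 0.5% DMSO final · Timing – enzyme reaction for 50 min at room temperature, dark · Measured by – FRET fluorescence in CFP and YFP emission channels · Control set – no-enzyme wells low, DMSO-plus-enzyme wells high control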
APOBEC3A inh: human APOBEC3A DNA deaminase inhibition; P31941; recombinant A3A, FAM/TAMRA ssDNA deamination fluorescence; inhibition, % at 20 µM; 330,000 tested, 0.41% active;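 active = at least 40% inhibition at 20 µM here, with at most 30% in a related deaminase screen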;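 also: plate controls were A3A with DMSO for no effect and wells lacking A3A enzyme for full effect; some results filed as inactive read as strong as hits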
Target sequence (P31941 whole entry, looked up): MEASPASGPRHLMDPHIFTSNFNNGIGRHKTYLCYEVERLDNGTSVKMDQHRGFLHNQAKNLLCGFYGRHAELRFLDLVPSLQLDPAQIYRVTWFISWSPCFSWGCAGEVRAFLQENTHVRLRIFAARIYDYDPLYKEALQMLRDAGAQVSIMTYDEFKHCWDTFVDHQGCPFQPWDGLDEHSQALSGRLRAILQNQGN
A3G deaminase: APOBEC3G (human) deaminase inhibition; inhibition, % at 20 µM; Q9HC16; recombinant A3G, ssDNA deamination FAM/TAMRA fluorescence; 330,000 tested, 0.28% active;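 active = inhibition of at least 40% at 20 µM, with no more than 30% in the related APOBEC3A deaminase screen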;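 also: plate controls were DMSO wells with A3G for no effect and wells lacking A3G enzyme for full effect; some compounds called inactive have numbers as strong as hits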
Target sequence (Q9HC16 whole entry, looked up): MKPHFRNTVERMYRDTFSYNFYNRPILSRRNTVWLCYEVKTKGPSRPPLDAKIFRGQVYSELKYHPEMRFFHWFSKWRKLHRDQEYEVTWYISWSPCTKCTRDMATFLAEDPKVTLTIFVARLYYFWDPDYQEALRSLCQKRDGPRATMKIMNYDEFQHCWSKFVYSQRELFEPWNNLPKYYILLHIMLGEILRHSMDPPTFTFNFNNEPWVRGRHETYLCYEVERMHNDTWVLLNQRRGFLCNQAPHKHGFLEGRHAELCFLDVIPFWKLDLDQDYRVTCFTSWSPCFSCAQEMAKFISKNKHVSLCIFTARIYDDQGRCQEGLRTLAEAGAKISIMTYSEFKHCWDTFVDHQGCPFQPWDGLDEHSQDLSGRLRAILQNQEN
mIAP act: increases mouse intestinal alkaline phosphatase activity; muIAP, CDP-Star luminescence, 30 min; active compounds read high; 1 = vehicle-only enzyme signal, 0 = enzyme-free wells; activation factor at 10 µM; 330,000 tested, 0.24% active; AID 2805;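 active = activation factor of at least 2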; also: the source names both 10 and 20 µM as test concentration; values of inactives mirror those of a sister screen read the other way
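Assay system: mouse IAP enzyme; Reagent: CDP-Star chemiluminescent phosphatase substrate; Compound: DMSO-dissolved test compounds; Incubation: 30 min, room temperature; Technique: luminescence from enzymatic CDP-Star hydrolysis; Controls: DMSO-only wells and no-enzyme negative control.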
NLRP3 yeast inh: NALP3 inhibition in yeast | Yeast reconstituted NLRP3/ASC/caspase-1, beta-gal luminescence, 24 h | inhibition, % at 10 µM | 330,000 tested, 0.39% active | AID 2825;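 active = inhibition of 50% or more; inactive = inhibition below 50%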;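 also: plate controls were induced DMSO wells for no effect and uninduced yeast grown without galactose for full effect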
mIAP block: blocks mouse intestinal alkaline phosphatase; inhibition, % at 10 µM; purified mouse IAP, CDP-Star luminescence, 30 min; 330,000 tested, 0.2% active;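 active = inhibition of at least 40% at 10 µM in the primary screen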;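 also: plate controls were DMSO with enzyme for no effect and no enzyme wells for full effect; values of inactives mirror those of a sister screen read the other way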
hIAP act: human IAP activation. P09923. purified human IAP, CDP-Star luminescence, 30 min; active compounds read high; 1 = vehicle-only enzyme, 0 = enzyme-free background. activation factor at 10 µM. 330,000 tested, 0.16% active. AID 2524;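 active = activation factor of the enzyme at least 2-fold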; also: the source names both 10 and 20 µM as test concentration; values of inactives mirror those of a sister screen read the other way
Active calls of the source: *; x = not tested or not shown. An excerpt; count on the stated rates, not on these rows.

SMILES	MIN6 prolif	hIAP block	SENP1 FRET inh	APOBEC3A inh	A3G deaminase	mIAP act	NLRP3 yeast inh	mIAP block	hIAP act
COc1ccc(S(=O)(=O)N2CCCCCC2)cc1C(=O)OCC(=O)NC1CCS(=O)(=O)C1 (configuration not stated)	-1	11	2	-2	-6	1	14	-2	0.89
Cc1ccc(OCC(=O)Nc2cccc(S(=O)(=O)N3CCOCC3)c2)c([N+](=O)[O-])n1	1	-3	0	-3	-5	1	19	0	1
CC(=O)Nc1ccc(S(=O)(=O)NCc2cn3c(C)csc3n2)cc1	-2	6	2	0	-5	1	8	-3	0.94
CC(C)CN(C(=O)COC(=O)c1ccc(Br)o1)c1c(N)n(Cc2ccccc2)c(=O)[nH]c1=O	-1	-8	-4	3	-4	0.96	-2	4	1.1
Cc1cc(C)cc(NC(=O)C2CCCN(S(=O)(=O)c3ccc4[nH]c(=O)ccc4c3)C2)c1 (configuration not stated)	0	17	1	1	-4	1	9	0	0.83
O=[N+]([O-])c1ccc(CN2CCN(c3nc4ccccc4s3)CC2)cc1	-3	-4	-1	1	3	0.87	9	13	1
COc1ccc(C(=O)NNC(=O)c2cccc(F)c2)cc1	-4	3	0	-6	33	1.1	-2	-8	0.97
COc1ccc(N2CCN(C(=O)CNC(=O)c3nn(-c4ccc(OC)cc4)c(=O)c4ccccc34)CC2)cc1	0	11	2	-4	-7	0.89	25	11	0.89
CC1CCN(S(=O)(=O)c2ccc(-c3nnc(SCc4cccnc4)o3)cc2)CC1	-3	-24	3	-3	-6	1	9	-3	1.2
CN(Cc1cccs1)C(=O)C1CCN(S(=O)(=O)c2ccccc2)CC1	0	5	0	-4	-7	1.1	15	-7	0.95
COc1cc(OC)cc(-c2c(-c3cccs3)c3cc(-c4cccc5[nH]ccc45)ccc3n2C)c1	-6	7	-1	-6	-8	0.96	13	4	0.93
NS(=O)(=O)c1cc(C2(O)NC(=O)c3ccccc32)ccc1Cl (configuration not stated)	11	4	2	-5	-2	0.95	5	5	0.96
Cn1cc(Cl)c(C(=O)N/N=C/c2ccc(OS(=O)(=O)c3ccccc3)cc2)n1	-4	-26	2	-3	-13	1	8	-2	1.3
CC(O)[C@@H](NC(=O)C1CCC(CNC(=O)[C@H](Cc2ccccc2)NC(=O)OC(C)(C)C)CC1)C(=O)O (some centres not stated)	-3	6	1	-2	-9	1.1	8	-10	0.94
COc1ccccc1NC(=S)N(Cc1ccccc1)Cc1ccccn1	0	-7	0	3	-5	0.98	-1	2	1.1
Cc1c(NC(=O)COc2cccc(F)c2)c(=O)n(-c2ccccc2)n1C	4	5	2	-5	-9	1.1	1	-5	0.95
O=C(NCC1CCCN(Cc2cccc(OCCO)c2)C1)c1ccc(F)cc1 (configuration not stated)	-2	-1	-3	0	0	1	6	-3	1
N#Cc1c(-c2ccc(F)cc2)ccnc1N1CCOCC1	-1	-10	0	0	-10	0.98	24	2	1.1
CCOc1ccc2nc(NC(=O)CSc3nc4c(c(=O)n(C)c(=O)n4C)n3C(C)C)sc2c1	-4	5	-1	-4	-8	0.95	6	4	0.95
C#CCSc1cc(C(F)(F)F)nc(-c2ccccn2)n1	-2	-11	1	5	-3	0.96	18	4	1.1
Cc1ccc(SCC(=O)Nc2c(Br)cnn2C)cc1	-2	2	0	-4	-4	0.91	13	9	0.98
CCOC(=O)c1c(-c2cccc([N+](=O)[O-])c2)csc1N	-2	-22	0	-3	-6	0.93	17	7	1.2
O=C(CCC(=O)N1CCN(c2ccccc2F)CC1)N1CCN(c2ccc(F)cc2)CC1	-2	-31	-1	-4	-4	0.98	23	2	1.3
COc1cccc(-c2nc(C(=O)NCC3CCCO3)cc3c2[nH]c2ccccc23)c1 (configuration not stated)	-5	14	0	0	-2	1	17	-1	0.86
CCCS(=O)(=O)NCCc1cc2c(C)ccc(C)c2[nH]c1=O	-4	10	0	-1	-3	0.92	4	8	0.9

Next part
SMILES	MIN6 prolif	hIAP block	SENP1 FRET inh	APOBEC3A inh	A3G deaminase	mIAP act	NLRP3 yeast inh	mIAP block	hIAP act
CC1CC(C)CN(C(=O)COC(=O)CCc2nc3ccccc3c(=O)[nH]2)C1 (configuration not stated)	0	-1	-3	2	1	1	6	-1	1
Cc1ccc(CNC(=O)CCC2CCCN(Cc3cccc4c3OCO4)C2)o1 (configuration not stated)	0	3	-2	5	-1	0.96	6	4	0.97
COc1ccccc1Cn1nnc2c(=O)[nH]c(C3CCN(C(=O)c4ccc(F)cc4)CC3)nc21	-3	6	0	-8	-2	1	7	-3	0.94
C[C@@H]1CN([C@@H](C)CO)C(=O)c2cc(N(C)C)ccc2O[C@@H]1CN(C)Cc1ccncc1	-1	2	1	2	-3	1.1	22	-8	0.98
CC1CCN(c2oc(Cc3cccc4ccccc34)nc2C#N)CC1	-5	-2	2	1	2	1	8	-2	1
NNC(=O)c1ccc(S(=O)(=O)N2CCc3ccccc32)cc1	-2	-6	1	1	4	0.74	12	26	1.1
N#C/C(=C(/O)COc1ccccc1)c1nc2ccccc2s1	-4	-5	2	6	4	1	33	-3	1.1
Cc1cc(OCC(=O)NC2CC2)c2c(C)c(C)c(=O)oc2c1	-2	-5	0	10	-5	0.98	8	2	1.1
CCc1ccccc1-n1nnnc1SCC(=O)Nc1cc(C)on1	-2	4	2	0	-5	1.1	16	-6	0.96
Clc1cccc(Cl)c1COc1ccncc1	1	-4	-2	-1	0	0.98	9	2	1
Cc1ccc(N=Nc2ccc3ccccc3c2O)cc1	-4	-8	6	4	-1	0.71	29	29	1.1
Cc1cccc(CCNS(=O)(=O)c2ccc3c(c2)NC(=O)CS3)c1	-3	-8	1	-8	-7	1	5	-4	1.1
COCCN(CCOC)C(=O)COC(=O)c1cc([N+](=O)[O-])ccc1Cl	-3	15	0	-3	-5	1.1	1	-8	0.85
COc1ccc(CNC(=O)c2ccc(S(=O)(=O)N3CCCC3)cc2)cc1OC	-2	10	3	-4	-9	1.1	-2	-10	0.9
Cc1cccc(Nc2nnc(-c3ccc(C(=O)N4C[C@H]5C[C@H](C4)c4cccc(=O)n4C5)cc3)c3ccccc23)c1	-2	-3	2	-4	-6	0.94	26	6	1
COc1ccc(N(C(=O)c2snc(C(N)=O)c2N)C(C(=O)NC2CCCCC2)c2ccc(F)cc2)c(OC)c1 (configuration not stated)	0	3	-19	-4	2	0.98	13	2	0.97
Cc1cccc(N(CC(=O)NCc2ccc3c(c2)OCO3)C(=O)CCC(=O)Nc2ccccn2)c1	0	-11	1	-2	-5	1.1	17	-8	1.1
Cc1ccc(NC(=O)Cn2cc(C(F)(F)F)cc(Cl)c2=O)cc1S(=O)(=O)N1CCCCC1	-2	1	-1	-1	-10	0.89	36	12	0.99
CCc1ccc(C(=O)COC(=O)CNC(=O)c2ccc(N3C(=O)c4ccccc4C3=O)cc2)cc1	0	-6	0	-3	-2	1	9	-1	1.1
CCOc1cc(N2CCCC2)ccc1[N+](=O)[O-]	-1	16	1	-3	-10	0.83	28	17	0.84
O=C(CN1CCN(Cc2ccccc2)C1=O)NCCCN1CCOCC1	-3	-6	3	2	-5	1	12	-3	1.1
COc1ccc(C2c3ccc(O)cc3Oc3ncn(CCN4CCOCC4)c(=N)c32)cc1 (configuration not stated)	0	11	-15	-3	-4	0.96	24	4	0.89
COc1ccc(C2NC(=O)NC(C)=C2C(=O)Nc2cccc(C)c2C)cc1 (configuration not stated)	5	12	1	-7	-10	0.99	2	1	0.88
Cc1ccc(C(C)C)cc1C(=O)CC1(O)C(=O)N(C)c2ccccc21 (configuration not stated)	-3	-27	2	-1	-5	1.1	-2	-8	1.3
Cc1ccccc1-c1nnc(SCC(=O)NC2CCCC2)n1C	6	-10	0	0	-3	1	-1	-1	1.1

4 of the compounds above, as comma-separated lines:
Compound,MIN6 prolif,hIAP block,SENP1 FRET inh,APOBEC3A inh,A3G deaminase,mIAP act,NLRP3 yeast inh,mIAP block,hIAP act
NNC(=O)c1ccc(S(=O)(=O)N2CCc3ccccc32)cc1,-2,-6,1,1,4,0.74,12,26,1.1
N#C/C(=C(/O)COc1ccccc1)c1nc2ccccc2s1,-4,-5,2,6,4,1,33,-3,1.1
Cc1cc(OCC(=O)NC2CC2)c2c(C)c(C)c(=O)oc2c1,-2,-5,0,10,-5,0.98,8,2,1.1
CCc1ccccc1-n1nnnc1SCC(=O)Nc1cc(C)on1,-2,4,2,0,-5,1.1,16,-6,0.96

Additional structures follow:
SMILES	MIN6 prolif	hIAP block	SENP1 FRET inh	APOBEC3A inh	A3G deaminase	mIAP act	NLRP3 yeast inh	mIAP block	hIAP act
CCn1c(=N)c(S(=O)(=O)c2ccc(F)cc2)cc2c(=O)n3ccccc3nc21	4	6	-21	-1	-3	0.9	10	10	0.94
CCCc1cc(C(=O)Nc2cc(C)ccc2O)no1	-3	-6	1	-4	-10	0.95	47	5	1.1
O=C(O)c1cccc(-c2ccc(/C=N/n3cnnc3)o2)c1	-1	-6	-8	2	10	0.99	14	1	1.1
COc1ccc(N(CN2C(=O)C3CC=CCC3C2=O)C(=O)c2ccco2)cc1 (configuration not stated)	3	14	3	0	-4	0.99	0	1	0.85
COc1cc(OC)c2ccc(=O)oc2c1C(CCN1CCN(c2ccccc2)CC1)c1ccc2c(c1)OCO2 (configuration not stated)	-8	-16	-1	1	2	0.84	10	16	1.2
CC1CC(=O)NN=C1c1ccc(N(C)C)c([N+](=O)[O-])c1 (configuration not stated)	0	7	3	5	-2	0.97	-2	3	0.93
Cc1ccc(OCC(O)Cn2c(=N)n(CCN3CCCCC3)c3ccccc32)cc1 (configuration not stated)	-6	8	-1	3	-1	1.1	-1	-10	0.92
Cc1cc(N2C(=O)CC(Cc3ccccc3)C2=O)no1 (configuration not stated)	3	-1	0	-13	-3	0.92	1	8	1
Cc1cc(=O)[nH]c(SCc2ccc(Cl)cc2Cl)n1	-4	6	2	-3	-12	0.9	19	10	0.94
CCCCn1nc(-c2ccccc2)c2nc3ccccc3nc21	-5	0	x	-6	-12	1.1	10	-12	1
CC(NC(=O)C1CCCN(S(=O)(=O)c2ccc(-n3cnnn3)cc2)C1)c1ccc(F)cc1 (configuration not stated)	-1	-15	2	-6	3	1.1	-7	-6	1.2
CC(C)Oc1ccc(/C(O)=C2/C(=O)C(=O)N(CCCn3ccnc3)C2c2cccnc2)cc1 (configuration not stated)	0	0	1	-3	3	1	-4	-5	1
N#Cc1ccccc1OCC(=O)NCCNC(=O)COc1ccccc1C#N	-2	-10	-1	3	-4	1	9	-4	1.1
c1ccc2c(c1)ncn2-c1ccc(-c2ccnc3ncnn23)cc1	2	0	-2	1	-5	0.96	-6	4	1
Cc1ccc(C2=NN(C(=O)CCCC(=O)O)C(c3ccco3)C2)cc1 (configuration not stated)	0	-14	-40	-7	-14	1	16	-4	1.1
CCC1(c2ccccc2)NC(=O)N(Cc2cccc([N+](=O)[O-])c2)C1=O (configuration not stated)	-5	14	1	4	0	0.96	24	4	0.86
COc1ccc(C(=O)NCc2ccc(-c3nc4ccccc4s3)cc2)cc1OC	-3	11	0	2	1	0.98	14	2	0.89

Source: PubChem BioAssay
